Screening data from PubChem BioAssay.
Tau FP inhib – blocks human tau fibril formation measured by polarization. K18 P301L tau heparin fibrillization, Alexa594 FP, 6 h. AID 1468. Potency, µM (highest dose often 57.7 µM), for the others: at the highest dose activity, negative = inhibition, most hits filed as inhibitors. P10636. 280,000 compounds, 0.39% hits; also: % is scaled to controls: 0 for no effect and ±100 for the full control effect; nearly all actives have a fitted effect of over 55% in size
Target sequence (P10636 561-689 P618L limits assumed): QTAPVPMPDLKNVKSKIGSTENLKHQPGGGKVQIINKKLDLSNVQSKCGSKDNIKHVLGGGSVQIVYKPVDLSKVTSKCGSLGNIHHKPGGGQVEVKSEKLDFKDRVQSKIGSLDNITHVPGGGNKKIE
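FP of Alexa 594-tau after heparin (20 uM) induction. Substrate: human K18 P301L, 15 uM unlabeled, 0.24 uM labeled. Buffer 100 mM sodium acetate pH 7. 6 hr, 37 C.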
TRb-SRC2 inh – inhibitors of human thyroid hormone receptor beta-SRC2 interaction; TRbeta-SRC2 peptide binding, fluorescence polarization; receptor liganded with 1 µM T3; Potency, µM (series often up to 106 µM), for the others: top-dose activity change, negative = inhibition, most hits filed as inhibitors; 280,000 compounds, 0.065% hits; AID 1469;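 also: plate controls were bound peptide for no effect and peptide without receptor for full effect; nearly all actives have a fitted effect of over 50% in size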
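Fluorescence polarization of 20 nM Texas Red SRC2 peptide with 0.6 uM human TRb ligand-binding domain, in Tris buffer with 1uM T3 and 5% DMSO. Incubated 5 hr ambient; normalized to unbound and bound controls.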
RECQ1 inh – RECQ1 (human) helicase inhibition. RECQ1 DNA unwinding, red fluorescence kinetic read. Potency, µM (top dose mostly 57.3 µM), for the others: at the top dose activity, negative = inhibition, hits mostly inhibitors. P46063. 240,000 compounds, 0.54% hits;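 also: plate controls were vehicle for no effect and no enzyme for full effect; nearly all actives have a fitted effect of over 30% in size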
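50 nM RECQ1T1 preincubated 15 min with compound in Tris pH 8.0 buffer with MgCl2, DTT, Tween-20 and 2.5 ug/ml poly(dI-dC); started with 200 nM TAMRA/BHQ-2 forked duplex and 2 mM ATP. Unwinding read as fluorescence (525/598 nm), two reads 2 h apart.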
Tau fibril ThT – tau fibrillization inhibition (ThT binding); P10636; recombinant tau K18 P301L, heparin-induced fibrillization, ThT fluorescence; Potency, µM (top dose mostly 57.4 µM), inactives show at the top dose activity, negative = inhibition, actives largely listed as inhibitors; 270,000 compounds, 2.1% hits; AID 1460; also: % is scaled to controls: 0 for no effect and ±100 for the full control effect; nearly all actives have a fitted effect of over 55% in size
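In this qHTS, human K18 P301L tau is incubated with compound and heparin for 6 hr at 37 C, and Thioflavin T fluorescence then reports fibril load.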
TR SRC2 fluor cs – alters Texas Red total fluorescence, flagging assay interference; TRb/SRC2 Texas Red total fluorescence interference; Potency, µM (top dose mostly 106 µM), inactives show at the highest dose fluorescence change, negative = quenching; 280,000 compounds, 0.29% hits; active = well fitted curve in either direction with a large enough effect; inconclusive = small, poorly fitted or top-dose-only effect; also: % is scaled to controls: 0 for no effect and ±100 for the full control effect
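Human TRβ ligand-binding domain (0.6 uM) and Texas Red SRC2 peptide (20 nM) in Tris buffer with 1 uM T3 and 5% DMSO were incubated with pinned compound for 5 hr at ambient temperature. Total fluorescence was computed as S + 2P (555/632 nm).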
HTT cytoprotect – Huntington cell model cytoprotection by ATP luminescence; PC12 HTT-Q103 induced, cytoprotection, ATP luminescence, 40 h; Potency, µM (series often up to 56.4 µM), for the others: cytoprotection (ATP increase), most hits filed as activators; 230,000 compounds, 0.14% hits;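 also: % of control where 0% means no effect; nearly all actives have a fitted effect of over 45% in size; toxic huntingtin expression switched on by the ecdysone agonist tebufenozide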
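Cells were plated at 1500 per well in phenol red-free DMEM with 5% equine and 5% calf serum. Tebufenozide (100 nM final) and compounds were added, then ATPlite reagent, and luminescence was read.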
Tau fluor counter – counter-screen for tau fibril formation inhibitors; AID 1463; 280,000 compounds, 0.93% hits; Potency, µM (titrated, usually from 57.7 µM), without a hit: at the top dose activity change, negative = decrease; tau K18 P301L Alexa594 fluorescence, heparin fibrillization; also: % is scaled to controls: 0 for no effect and ±100 for the full control effect; nearly all actives have a fitted effect of over 55% in size
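Human tau K18 P301L (15 uM unlabeled, 0.24 uM Alexa 594-labeled) in 100 mM sodium acetate pH 7 with 20 uM heparin, 6 hr at 37 C. ThT 30 uM added, 1 hr ambient; Alexa 594 FP and total fluorescence read at 555/632 nm.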
L3MBTL1 block – blocks human L3MBTL1; Q9Y468; AlphaScreen L3MBTL1–H3K9me1 peptide binding; Potency, µM (doses to about 57.1 µM), inactives show top-dose activity, negative = inhibition, actives largely listed as inhibitors; 230,000 compounds, 0.66% hits; also: % is scaled to controls: 0 for no effect and ±100 for the full control effect; nearly all actives have a fitted effect of over 60% in size
Target sequence (Q9Y468 whole entry, looked up): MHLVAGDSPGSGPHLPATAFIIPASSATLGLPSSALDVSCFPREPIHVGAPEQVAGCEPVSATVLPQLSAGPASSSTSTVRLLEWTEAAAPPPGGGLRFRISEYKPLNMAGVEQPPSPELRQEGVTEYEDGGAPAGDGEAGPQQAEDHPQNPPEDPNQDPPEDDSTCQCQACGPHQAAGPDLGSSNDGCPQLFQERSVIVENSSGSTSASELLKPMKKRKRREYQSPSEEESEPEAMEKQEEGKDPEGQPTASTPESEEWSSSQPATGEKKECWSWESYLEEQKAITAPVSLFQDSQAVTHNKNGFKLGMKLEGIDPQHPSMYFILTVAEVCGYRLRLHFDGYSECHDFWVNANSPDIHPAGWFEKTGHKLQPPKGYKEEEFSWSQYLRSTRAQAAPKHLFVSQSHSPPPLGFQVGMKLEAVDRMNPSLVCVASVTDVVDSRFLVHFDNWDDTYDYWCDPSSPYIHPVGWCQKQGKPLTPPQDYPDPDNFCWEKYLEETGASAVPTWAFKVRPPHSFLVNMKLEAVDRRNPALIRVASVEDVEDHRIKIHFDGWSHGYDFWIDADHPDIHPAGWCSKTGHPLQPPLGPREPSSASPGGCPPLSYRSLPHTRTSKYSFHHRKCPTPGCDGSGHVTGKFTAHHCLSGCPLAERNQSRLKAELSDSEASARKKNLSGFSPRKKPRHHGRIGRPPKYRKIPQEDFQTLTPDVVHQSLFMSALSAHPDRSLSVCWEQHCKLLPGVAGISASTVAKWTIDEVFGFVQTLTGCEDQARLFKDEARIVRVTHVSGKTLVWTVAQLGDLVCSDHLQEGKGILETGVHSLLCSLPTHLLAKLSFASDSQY
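Displacement of a biotinylated histone H3(1-15) peptide monomethylated at Lys9 (75 nM) from L3MBTL1 (50 nM) was measured by AlphaScreen after a 30 min room-temperature compound incubation; cefsulodin titration served as intraplate control.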
* marks the source's active call; other numbers are inactive results; i = inactive; ? = inconclusive; / = not tested or not shown; & = joins results of further samples; [ ] = another dose, or the depositor's remark. Unless noted, calls follow the shape of the dose curve; as a rule, active = well fitted curve in the direction sought with a large enough effect; inconclusive = small, poorly fitted or top-dose-only effect, or another doubt; inactive = no such curve, though single readings can be large; an effect the other way counts as inactive or inconclusive. Potency is read from the fitted curve at half-maximal effect. This is a subset, so the mix of outcomes need not match the whole.

SMILES	Tau FP inhib	TRb-SRC2 inh	RECQ1 inh	Tau fibril ThT	TR SRC2 fluor cs	HTT cytoprotect	Tau fluor counter	L3MBTL1 block
Cc1ccc(-n2nnc3c(SCC(=O)NCC4CCCO4)ncnc32)cc1 (configuration not stated)	0.0%	-0.9%	-2.6%	?	2.3%	2.3%[10 µM]	1.4%	11.8%
Cc1nn(-c2cccc(Cl)c2)c2nc(-c3ccco3)cc(C(=O)O)c12	3.8%	-0.4%	-26.3%	?	-4.2%	14.7%	-18.2%	/
CCc1c(C(=O)N2CCOCC2)csc1C	-3.9%	-2.4%	-4.0%	-5.0%	3.6%	21.6%	-3.5%	/
O=C(COC(=O)C1CCC(=O)N1)Nc1ccc(Cl)cc1Cl (configuration not stated)	0.3%	-4.1%	-4.4%	2.7%	-2.0%	4.5%[10 µM]	-2.0%	7.7%
CSc1ccc(-c2c(C#N)c(N)nc3c2c(C)nn3-c2ccccc2)cc1	?	0.8%	-21.4%	7.5%	3.6%	-32.4%	?	27.0%
Cc1cc(C)c(S(=O)(=O)C(C)C)c(=O)[nH]1	2.8%	-0.6%	-1.2%	0.8%	0.7%	-9.7%	3.9%	31.8%[activator]
CCOC(=O)c1ccc(Nc2nc(=O)c3cccnc3s2)cc1	-4.6%	1.0%	5.7%	?	0.2%	18.7%	-8.7%	3.2%
CCOCCCNC(=O)C(c1ccccc1)N(Cc1cccs1)C(=O)CNC(=O)c1ccccc1 (configuration not stated)	6.7%	5.9%	-12.4%	10.9%	7.1%	27.9%[10 µM]	6.0%	-15.3%
Cc1ccc(N=N/C(=C\O)C(=O)c2ccc(Cl)cc2)cc1	0.1%	-2.3%	-3.2%	28.2µM*	-1.3%	-16.0%[10 µM]	-19.9%	?
COc1ccccc1CN1CN(S(=O)(=O)c2ccccc2)c2nc3ccccc3nc21	-19.2%	4.1%	-13.6%	-12.6%	-4.0%	0.2%[10 µM]	?	-11.5%
CN(C)c1cc(N/N=C/c2ccc(Cl)cc2)nc(N(C)C)n1	-18.7%	0.6%	-5.1%	14.1µM*	-0.6%	-45.1%[inhibitor]	?	/
C=CCSc1nnc2c(n1)OC=Nc1ccccc1-2	-1.2%	-4.2%	i	-20.1%	-2.2%	-10.6%	-4.1%	/
O=C(/C=C/c1ccc(O)cc1)c1c(O)cc(O)cc1O	?	-0.1%&3.8%	-11.4%	-11.1%&6.0%	-2.9%&0.2%	-3.7%[1.9 µM]	?	/
COc1ccc(/C=C(/NC(=O)c2ccco2)C(=O)N2CCc3ccccc32)cc1OC	-5.7%	2.0%	-8.2%	/	-0.1%	-3.7%[10 µM]	-2.2%	/
COc1ccc(C2CC(c3ccccc3)=NN2C(=O)COC(=O)/C=C/c2ccc(O)c(OC)c2)cc1 (configuration not stated)	-3.6%	-4.4%	4.2%	-5.6%	0.7%	-3.6%[10 µM]	?	-16.8%
CCN1CCCC1CNC(=O)Cn1cnc2ccc(S(=O)(=O)N3CCC(C)CC3)cc2c1=O (configuration not stated)	3.6%	6.6%	1.2%	-7.8%	-0.4%	6.8%[10 µM]	-10.1%	4.0%
S=C(NCc1ccccn1)Nc1cccc(Cl)c1	-2.9%	-7.9%	-12.9%	-2.3%	-1.3%	14.2%	-9.9%	0.1%
CC(=O)Nc1ccc(-n2c(C)nc(=O)c(-c3ccccc3)c2C)cc1	-10.0%	-25.8%	i	-3.1%	2.1%	3.5%	-7.5%	/
Cc1ccn2c(C(=O)CSc3ccccc3Cl)c(C)nc2c1	-10.8%	-1.9%	-1.2%	-17.0%	2.0%	-3.8%[10 µM]	-16.5%	3.6%
Cc1nn(-c2ccc(F)cc2)c(C)c1/C=C/C(=O)N1CCNC(=O)C1	4.9%	5.8%	-12.7%	-6.9%	-2.3%	-13.9%	-2.7%	/
O=C(NC(=S)Nc1ccc(N2CCOCC2)cc1)c1ccco1	-1.2%	1.8%	-0.9%	?	-2.8%	-18.6%[10 µM]	-11.4%	-6.2%
COc1ccc(OC)c(NC(=O)CCNS(=O)(=O)c2cccs2)c1	9.1%	-0.5%	i	-4.5%	1.7%	41.7%[10 µM]	0.0%	-4.8%
Cc1cccc(Nc2nc(NCc3ccco3)nc(N)c2[N+](=O)[O-])c1	?	-2.5%	-9.8%	-1.5%	-7.1%	24.9%[10 µM]	-26.4%	0.7%
O=C(CCCn1c(=O)[nH]c2cc(Cl)ccc2c1=O)NCCN1CCN(c2ccccc2)CC1	3.4%	-3.5%	-1.7%	-16.2%	-0.2%	-5.5%[10 µM]	-13.8%	-13.7%
CSc1nc2sc3c(c2c(=O)[nH]1)CCCC3	3.3%	-6.1%	-1.9%	-18.5%	-0.6%	-14.6%	-1.8%	-6.2%

(continued)
SMILES	Tau FP inhib	TRb-SRC2 inh	RECQ1 inh	Tau fibril ThT	TR SRC2 fluor cs	HTT cytoprotect	Tau fluor counter	L3MBTL1 block
Cc1cc(NC(=O)CSc2ccc3nnc(-c4ccccc4)n3n2)no1	3.4%	-1.7%	-3.6%	-15.1%	-3.5%	10.3%[10 µM]	-7.1%	4.4%
O=C(O)c1nc2nc(Cl)c(Cl)nc2[nH]1	-9.2%	-1.5%	i	-12.9%	-2.7%	-5.8%&-16.4%[10 µM]	-9.0%	/
O=C(/C=C/c1ccccc1)c1cc(Br)ccc(=O)c1O	?	-7.7%	31.6µM*	14.1µM*	?	-92.1%[inhibitor]	?	/
COc1ccc(NC(=O)/C(Cl)=C(/Cl)S(=O)Cc2ccccc2)cn1 (configuration not stated)	?	2.6%	-16.9%	?	-4.4%	-91.4%[inhibitor]	-12.8%	/
CC(O)CCC(=O)NNC(=S)Nc1ccccc1 (configuration not stated)	4.5%	-5.0%	-4.0%	-4.1%	-0.4%	13.4%[10 µM]	5.0%	21.2%
COc1cc(/C=N/NC(=O)CC2C(=O)NN=C2C)ccc1O (configuration not stated)	-1.1%	3.5%	-2.3%	/	1.0%	24.5%[10 µM]	-4.8%	/
COc1ccc(-c2nc3ccccc3o2)cc1NC(=O)c1cc(Br)ccc1OC	5.7%	6.0%	/	0.6%	-8.2%	/	-9.0%	/
O=C(CSc1nc2c([nH]c3ccccc32)c(=O)n1-c1ccc(F)cc1)Nc1ccc2c(c1)OCCO2	-9.3%	6.4%	/	-1.8%	-1.1%	/	-30.0%	/
N#CCCCSc1nnnn1-c1cccc(Cl)c1	-8.7%	-9.9%	-1.9%	2.3%	-0.9%	22.2%	-1.8%	-2.0%[11.4 µM]
CC(=O)c1cc(NC(=O)c2cccc(C(F)(F)F)c2)c(=O)oc1/C=C/N(C)C	-2.0%	-3.0%	-1.2%	?	0.5%	41.5%	-5.5%	1.1%
Cc1cc(NC(=O)Cc2ccccc2)no1	-8.6%	-4.4%	i	-7.1%	-0.8%	14.3%[10 µM]	-10.6%	-5.8%
CCOC(=O)c1cnc(SC)nc1Oc1cccc(NS(=O)(=O)c2ccc(C)cc2)c1	?	-0.4%	-9.0%	-0.4%	0.7%	-5.8%	-14.3%	4.4%
Cc1ccc(NC(=S)Nc2ccc3cn[nH]c3c2)c(C)c1	-13.7%	2.1%	-1.0%	?	0.2%	5.3%	-10.5%	-3.3%
COc1cccc(C2CC(=O)Nc3c2c(=O)[nH]c2ncnn32)c1OC (configuration not stated)	0.9%	4.3%	/	-2.5%	4.0%	/	-6.6%	/
Cc1ccc(S(=O)(=O)NCC(=O)OCC(=O)Nc2cccc(S(=O)(=O)NC3=NCCCCC3)c2)cc1	-0.5%	-13.1%	-8.9%	-8.2%	4.1%	-24.4%	-14.4%	/
CC(C)(C)c1ccc(OC(=O)c2ccc(-n3cncn3)nc2)cc1	-5.2%	1.2%	1.5%	?	-3.5%	9.3%[10 µM]	-6.7%	21.0%
C=CCN1C(=O)C2C(C(=O)NCc3ccccc3)C3(C)C=CC2(O3)C1C(=O)NC(C)(C)C (configuration not stated)	1.3%	-18.2%	-1.3%	-4.2%	-2.1%	-3.5%	1.3%	3.8%
O=C(COC(=O)c1ccccc1C(=O)c1ccc(Cl)cc1)NCC1CCCO1 (configuration not stated)	-7.8%	9.1%	-8.5%	4.7%	-1.0%	-4.5%	-3.1%	2.4%
CC(=O)c1cccc(OCC(=O)N(C)CC(=O)Nc2ccc(F)cc2)c1	3.2%	10.6%	i	-0.5%	-2.5%	-5.3%[10 µM]	2.0%	/
O=c1c(C(c2ccc(O)cc2)c2c(O)nc3n(c2=O)CCCS3)c(O)nc2n1CCCS2	-9.5%	7.7%	?	?	1.0%	-18.7%	-24.9%	-0.1%
CCOc1ccccc1NC(=O)CN1C(=O)C(=O)c2ccccc21	0.1%	-4.3%	/	?	0.9%	/	-1.6%	/
O=C(CCS(=O)(=O)Cc1ccccc1)NC1CCCCC1	10.0%	-11.8%	-8.2%	-1.4%	-1.8%	4.2%	4.8%	/
CCN(CC)C(=O)Cn1cc(C(=O)C(=O)NCCCn2ccnc2)c2ccccc21	2.3%	-0.2%	-0.4%	0.3%	-0.7%	-42.3%[inhibitor]	-3.9%	/
CN(C(=O)CSc1nnc(C(F)(F)F)n1N)C1CCS(=O)(=O)C1 (configuration not stated)	-2.4%	-0.5%	i	-2.4%	-2.1%	-2.1%[10 µM]	0.5%	/

Single records, as listed above.
Entry for COc1cccc(C2CC(=O)Nc3c2c(=O)[nH]c2ncnn32)c1OC (configuration not stated) → Tau FP inhib: 0.9%; TRb-SRC2 inh: 4.3%; RECQ1 inh: /; Tau fibril ThT: -2.5%; TR SRC2 fluor cs: 4.0%; HTT cytoprotect: /; Tau fluor counter: -6.6%; L3MBTL1 block: /
Entry for CC(=O)c1cccc(OCC(=O)N(C)CC(=O)Nc2ccc(F)cc2)c1 → Tau FP inhib: 3.2%; TRb-SRC2 inh: 10.6%; RECQ1 inh: i; Tau fibril ThT: -0.5%; TR SRC2 fluor cs: -2.5%; HTT cytoprotect: -5.3%[10 µM]; Tau fluor counter: 2.0%; L3MBTL1 block: /
